From PubChem BioAssay
V-ATPase pHluor = regulators of yeast V-ATPase proton pumping, primary screen, pHLuorin cytosolic pH fluorescence; response, % at 10 µM; S. cerevisiae; 0.37% of 350,000 active; in the data active = response mostly above about 7.3%, no sharp cut-off; inactive = mostly below about 5.4%; note: actives read high; inactives centre near 0; some compounds called inactive have numbers as strong as hits; reference of the scale not given here
Wnt bcat act = Wnt/beta-catenin pathway activators, primary screen, cell-based, plate reader, single point; Wnt/beta-catenin reporter cell assay, activator; activation, % at 9.35 µM; 1.2% of 300,000 active; in the data active = activation above about 30%, passing the limit was not always enough;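 note: 0% = neutral control wells and 100% = positive control wells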
PvdQ inh = P. aeruginosa PvdQ acylase inhibitors, primary screen, biochemical, fluorescence, plate reader and imaging, single point. 0.063% of 340,000 active. purified PvdQ acylase. inhibition, % at 10 µM; in the data active = inhibition above about 30%, passing the limit was not always enough;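 note: 0% = vehicle neutral wells and 100% = reference inhibitor wells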
MITF TRPM1 HTS = activators of MITF-driven TRPM1 promoter reporter, primary screen, cell-based, SK-MEL-5, luciferase, single point; SK-MEL-5 TRPM1-promoter luciferase, 24 h; % of positive control, neutral wells = 0; activation, % at 12.5 µM; 0.75% of 300,000 active; AID 588334, 2011;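 active = mean activation of at least 80% with every replicate also reaching 80%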;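 note: 0% = neutral control wells and 100% = parthenolide positive control wells; values of inactives mirror those of a sister screen read the other way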
HTR5A inv ag = HTR5A inverse agonists in luminescence cell assay, primary screen, counter-screen for OPRM1-OPRD1 heterodimer inverse agonist project, full-deck HTS; 5-hydroxytryptamine receptor 5A (Homo sapiens), P47898; HTR5A cell line, inverse agonism; inhibition, % at 9.3 µM; 0.083% of 340,000 active; in the data active = inhibition mostly above about 23%, no sharp cut-off; inactive = mostly below about 18%;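 note: 0% = cells with DMSO and 100% = no-cell wells with DMSO; some compounds called inactive have numbers as strong as hits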
Target sequence (P47898 whole entry, looked up): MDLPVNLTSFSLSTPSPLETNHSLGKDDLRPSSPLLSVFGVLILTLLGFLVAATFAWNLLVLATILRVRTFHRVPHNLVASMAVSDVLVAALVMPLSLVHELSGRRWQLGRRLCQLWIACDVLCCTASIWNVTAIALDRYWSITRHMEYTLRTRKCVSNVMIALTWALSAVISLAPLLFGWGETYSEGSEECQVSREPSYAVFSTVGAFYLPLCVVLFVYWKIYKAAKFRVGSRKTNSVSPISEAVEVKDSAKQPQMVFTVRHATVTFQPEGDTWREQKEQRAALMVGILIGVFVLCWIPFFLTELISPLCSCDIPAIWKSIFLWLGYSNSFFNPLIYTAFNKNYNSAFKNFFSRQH
SR-BI DiI inh = inhibitors of SR-BI mediated HDL lipid uptake, primary screen, ldlA[mSR-BI] cells, fluorescence, single point | ldlA[mSR-BI] CHO cells, DiI-HDL uptake fluorescence, 3 h | inhibition, % at 12.5 µM | AID 488896, 2010 | Scavenger receptor class B member 1 (Mus musculus), Q61009 | 0.96% of 320,000 active;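 active = mean replicate inhibition of at least 70% and a set share of replicates each scoring 70 or more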;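 note: 0% = median of neutral control wells and 100% = median of positive control wells; values of inactives mirror those of a sister screen read the other way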
CDK5 p35 inh = inhibitors of human CDK5/p35 kinase, primary screen, biochemical, single concentration | 0.01% of 330,000 active | Recombinant CDK5/p35, ADP-Glo luminescence, 60 min | inhibition, % at 10 µM;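 active = highest replicate inhibition of at least 50% and at least 75% of replicates reaching 50%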;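 note: plate controls were DMSO neutral control for no effect and GW8510 at 10 µM for full effect; many of its hits are not listed in these tables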
NSD2 HMT inh = NSD2 histone methyltransferase inhibitors, primary screen, biochemical, AlphaScreen, single concentration, set 2; Histone-lysine N-methyltransferase NSD2 (Homo sapiens), O96028; NSD2 peptide methylation, 120 min; inhibition, % at 12.5 µM; 0.54% of 310,000 active; AID 743445, 2014; in the data active = inhibition above about 50%
dFosB activator = activators of delta FosB homodimer, primary screen, biochemical, fluorescence polarization, TAMRA-CDK5 oligo, single point; purified delta FosB; percent of positive-control signal above neutral wells; 0.99% of 340,000 active; activation, % at 25 µM; AID 493131, 2011;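 active = mean activation above about 17%, with every replicate also reaching it, limit read from the data, passing the limit was not always enough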;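 note: fluorescence polarization rise as delta FosB binds a TAMRA Cdk5 AP-1 oligo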
Target sequence (P13346 whole entry, looked up): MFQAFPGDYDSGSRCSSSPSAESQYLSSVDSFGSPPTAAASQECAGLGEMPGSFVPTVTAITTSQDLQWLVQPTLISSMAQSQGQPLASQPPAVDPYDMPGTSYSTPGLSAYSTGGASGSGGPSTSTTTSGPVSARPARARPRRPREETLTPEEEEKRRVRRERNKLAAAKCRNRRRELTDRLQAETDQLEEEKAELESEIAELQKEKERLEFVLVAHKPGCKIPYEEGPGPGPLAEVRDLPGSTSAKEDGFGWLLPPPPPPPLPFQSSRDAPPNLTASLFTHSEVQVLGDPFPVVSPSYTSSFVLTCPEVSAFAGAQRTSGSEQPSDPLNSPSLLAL
HTR5A ag = HTR5A agonists in luminescence cell assay, primary screen, counter-screen for OPRM1-OPRD1 heterodimer agonist project, full-deck HTS | cell-based | activation, % at 9.3 µM | 5-hydroxytryptamine receptor 5A (Homo sapiens), P47898 | 0.61% of 340,000 active; in the data active = activation mostly above about 9.5%, no sharp cut-off; inactive = mostly below about 7.6%;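 note: 0% = cells with vehicle only and 100% = reference agonist; strong numbers were not always called active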
Starred values were filed as active, the others as inactive; x = no result given.

SMILES	V-ATPase pHluor	Wnt bcat act	PvdQ inh	MITF TRPM1 HTS	HTR5A inv ag	SR-BI DiI inh	CDK5 p35 inh	NSD2 HMT inh	dFosB activator	HTR5A ag
CCCNc1nc2c(c(=O)n(C)c(=O)n2C)n1Cc1ccc(F)cc1	2.5	-4.7	-16.7	12.0	-0.3	1.4	-0.1	x	-10.9	0.1
CCOc1ccc(OCCC(=O)OC(C)C(=O)Nc2ccc(Cl)cn2)cc1 (stereo not given)	6.5	-3.7	-6.0	-2.1	6.1	-7.5	2.9	0.6	-12.9	-2.2
CCOCCn1c(CC)nc2ccccc21	0.5	-0.2	7.3	4.3	-12.8	8.7	0.3	1.0	2.4	0.6
O=C(COC(=O)c1ccc(OC(F)F)cc1)Nc1cccc(S(=O)(=O)NC2=NCCC2)c1	0.6	2.5	-23.9	8.8	6.1	-24.3	0.9	-0.9	-9.7	-2.5
COc1ccccc1CC(=O)Nc1ccc(S(=O)(=O)N(C)C2CCN(C)CC2)cc1	0.2	6.6	-7.4	17.5	-8.7	-3.3	0.2	11.0	-5.9	3.5
CC(Oc1cccc2cccnc12)C(=O)N/N=C/c1ccccc1 (stereo not given)	1.1	-1.2	-8.5	7.6	6.0	4.7	-0.1	-2.4	-13.2	-2.2
O=C(NCCO)C(=O)Nc1cc2c3c(c1)CCN3C(=O)CC2	-5.5	1.1	5.6	-7.4	-21.7	-5.1	-1.6	-2.1	-1.0	-2.4
COc1ccc(C(=O)Cc2cc(OC)c(OC)cc2[N+](=O)[O-])c(OC)c1	-0.3	11.0	-12.2	30.2	-5.4	20.5	2.2	-1.3	-11.1	3.4
C#CCOCCOCCOCCNc1nc(N2CCN(C(=O)[C@H](CO)n3cc([C@@H](N)C(C)C)nn3)CC2)nc(N2CCN(C(=O)[C@H](CCC(=O)O)n3cc([C@@H](N)[C@H](C)CC)nn3)CC2)n1	0.5	-1.8	-4.3	3.0	7.2	-27.9	-1.2	x	-7.1	-2.1
O=c1[nH]c(C2CCN(S(=O)(=O)c3cccc(C(F)(F)F)c3)CC2)nc2c1nnn2Cc1cccc(F)c1	-3.0	-3.0	-14.9	-7.4	-28.1	x	0.7	-1.6	-29.1	9.9
Cc1cccc(N2CCN(C(=O)C3(S(=O)(=O)c4ccc(Cl)cc4)CC3)CC2)c1C	3.9	0.0	-4.0	2.9	-2.4	x	-0.3	-1.1	-17.0	-2.1
Cn1c(CNC(=O)c2ccc(F)cc2)nc2ccccc21	-0.1	-1.4	-8.8	7.0	9.7	0.3	-0.4	x	-10.6	-3.8
CCn1cc(C(=O)NCCC(=O)NCCCO)c(=O)c2cc3c(cc21)OCO3	3.8	-1.8	-10.8	-5.9	-0.2	25.7	0.2	x	-6.7	0.1
O=S(=O)(c1ccc(F)cc1)N1CCN(Cc2cc3c(cc2Br)OCCO3)CC1	1.3	2.7	-12.9	-3.4	1.5	-9.7	-3.7	-0.6	-1.3	-0.5
Cc1ccc(C(=O)OCC(=O)Nc2sc3c(c2C#N)CCCC3)cc1NC(=O)c1ccco1	1.1	-4.2	2.4	-3.3	-7.0	33.3	0.8	4.5	-4.4	-1.0
c1ccc2c(c1)CCCN2Cc1nnnn1C1CCCC1	1.9	3.1	-5.9	x	-44.1	32.7	-1.7	1.0	-0.8	2.2
CCOC(=O)N1CCN(C(=S)Nc2cccc(C)c2)CC1	5.2	x	-15.3	1.8	-3.1	25.7	0.3	0.2	2.4	-2.6
Cc1ccc(NS(=O)(=O)c2csc(C(N)=O)c2)cc1C	-2.8	-3.8	0.8	12.6	10.0	-11.5	0.5	-5.0	3.6	-2.8
Cc1cc(CN2CCCCC2)oc1C(=O)O	0.6	-0.3	-13.8	-3.2	-13.7	-29.5	-9.3	0.7	-7.6	5.9
CC/C(O)=C1\C(=O)CC(c2ccccc2)CC1=NCCc1c(C)[nH]c2ccc(C)cc12 (stereo not given)	0.1	-2.0	3.4	x	19.1	23.9	1.0	x	-5.3	-2.6
O=C(Cc1ccccc1)NC(Nc1cccc2ccccc12)C(Cl)(Cl)Cl (stereo not given)	-2.4	x	3.5	-15.3	-2.9	10.2	-3.2	x	6.3	0.8
C=CCn1c(SCC(=O)Nc2nnc(CC)s2)nnc1-c1ccncc1	2.8	1.8	-10.9	-4.3	1.3	-14.0	-0.3	-0.1	-2.1	-0.5
Cc1cc(-c2nnc3sc(-c4ccc(Cl)cc4Cl)nn23)n[nH]1	4.0	-1.0	-9.2	x	-5.6	12.7	0.4	1.0	6.0	0.3
NC(=O)CCN1CCN(C(=O)c2ccc3nc(Cc4cccc(Cl)c4)oc3c2)CC1	-0.4	-4.2	-5.3	-12.2	23.7	-19.3	0.0	-2.6	-5.0	2.6
C=CCSc1n[nH]c(=O)n1-c1cccc(C(F)(F)F)c1	1.6	-0.6	-4.1	-10.9	-9.8	-19.7	0.9	-0.1	4.5	0.2
COc1ccc(CN2C(=NC(=O)CCc3ccccc3)SC3CS(=O)(=O)CC32)cc1 (stereo not given)	-4.1	-5.2	-4.7	3.0	-0.5	-13.0	1.0	0.5	1.1	1.8
COc1ccc(Br)cc1CN1CCN(C(=O)c2cccc(OC)c2OC)CC1	6.9	-0.8	-8.9	7.2	3.9	16.1	-1.3	1.4	-2.4	0.2
COCc1nnc(SCC(=O)NC(C)c2ccccc2)n1-c1ccccc1 (stereo not given)	0.1	x	-9.4	-1.5	-29.2	-11.3	-1.5	0.1	2.4	1.4
O=C(NC1CCCCC1)C(c1ccc2ncccc2c1)N(Cc1ccc2c(c1)OCO2)C(=O)c1cccs1 (stereo not given)	4.4	x	-2.9	-12.8	-9.3	0.7	-2.6	9.5	-5.6	2.9
Cc1onc(-c2c(F)cccc2Cl)c1C(=O)NCc1ccco1	x	x	-6.3	-3.0	-2.4	-3.2	-0.5	-1.6	-9.4	-1.3
O=C(N/N=C(\c1ccccc1)c1ccccn1)c1cccc([N+](=O)[O-])c1	1.8	x	-6.0	-81.4	1.4	22.4	1.4	x	-12.5	-5.2
Cc1cnc(C(=O)OCc2nc3ccsc3c(=O)[nH]2)cn1	7.2	-5.2	15.2	-13.2	-22.9	-22.4	0.4	4.1	-3.7	3.0
Cc1ccc(C)c(OCC(=O)NCCNC(=O)COc2cc(C)ccc2C)c1	-0.9	-3.9	-7.1	x	5.8	-7.1	-0.9	7.2	-6.8	-3.6
COc1ccc(C)cc1NC(=O)C1CCN(S(=O)(=O)c2ccc3c(c2)C(C)(C)C(=O)N3C)CC1	-1.7	-1.3	-1.7	x	-12.1	1.2	-1.1	x	-1.9	4.1
O=C/C(=C\Nc1ccccn1)c1nc2cc(Cl)ccc2o1	0.7	-5.6	-1.0	-3.0	-24.2	-3.7	0.9	0.9	-27.3	0.2
O=C(C[n+]1ccccc1)N/N=C/c1cc(Br)cc(Br)c1O	2.8	x	-1.8	-11.8	41.0*	-22.4	-0.2	-1.0	-5.1	-11.6
Cc1cc(C)c2c(N)c(C(=O)NCc3ccco3)sc2n1	4.8	x	2.7	28.0	20.4	-9.9	-1.1	-0.4	-6.9	-1.2
O=C(NCCC1=CCCCC1)c1cc(COc2ccc(F)cc2Cl)on1	4.2	-2.7	-11.6	-1.2	-20.7	5.1	-2.3	-1.7	-2.8	3.7
c1ccc(Cn2c(-c3ccccc3)c[n+]3c2SCCC3)cc1	-2.4	-17.7	-20.7	x	-6.0	-3.0	-0.2	0.5	0.5	0.1
O=C(COc1nsnc1N1CCOCC1)N/N=C/c1ccccc1O	5.9	-5.3	-4.2	-12.9	-11.8	9.4	x	-4.2	-2.3	7.8
Cc1nnc(SCc2nc3sc4c(c3c(=O)[nH]2)CCCC4)[nH]c1=O	2.1	-0.8	5.9	-2.8	8.6	-9.8	2.0	8.2	-0.2	0.1
O=c1[nH]c2ccccc2nc1/C=C/c1ccc(Cl)cc1	2.5	14.7	-18.2	66.3	6.6	1.8	-3.9	-4.1	-4.6	4.4
CCCn1c(CCC(=O)O)nc2cc(S(=O)(=O)N3CCCC3)ccc21	-2.5	2.6	-7.2	2.6	-5.9	-30.9	-0.1	1.3	2.4	2.1
CCN1C(=O)[C@H]2[C@@H](c3ccc(-c4cccc(Cl)c4)cc3)N[C@@](CC(C)C)(C(=O)OC)[C@H]2C1=O	4.1	-3.5	-4.1	16.5	-18.0	23.3	-2.9	x	-6.7	6.7
O=C(CNC(=O)C(c1ccccc1)c1ccccc1)N/N=C\c1cccc(O)c1	-0.8	-1.8	-14.7	-6.8	-2.9	1.4	1.6	-3.8	15.5	1.0
Cc1ccc(/C=C/C(=O)OCC(=O)Nc2ccc3[nH]c(=O)[nH]c3c2)o1	-0.2	-3.0	-7.3	12.5	11.1	-32.5	-0.1	x	0.9	-4.2
COc1cc(/C=C/C(=O)c2cccc([N+](=O)[O-])c2)cc(OC)c1OC	11.4	6.6	-20.8	-3.9	15.9	53.9	-5.0	0.6	-1.1	-5.2
COc1ccc(NC(=O)CS(=O)c2ccc(Br)cc2)cc1 (stereo not given)	0.3	8.4	-14.6	-5.8	-10.4	-20.9	1.3	-0.2	-3.1	-1.4

Quoted from the listing:
Cc1cccc(N2CCN(C(=O)C3(S(=O)(=O)c4ccc(Cl)cc4)CC3)CC2)c1C @ dFosB activator: -17.0
COc1cc(/C=C/C(=O)c2cccc([N+](=O)[O-])c2)cc(OC)c1OC @ CDK5 p35 inh: -5.0
Cc1ccc(C(=O)OCC(=O)Nc2sc3c(c2C#N)CCCC3)cc1NC(=O)c1ccco1 @ MITF TRPM1 HTS: -3.3

Next part.
SMILES	V-ATPase pHluor	Wnt bcat act	PvdQ inh	MITF TRPM1 HTS	HTR5A inv ag	SR-BI DiI inh	CDK5 p35 inh	NSD2 HMT inh	dFosB activator	HTR5A ag
O=C(O)CCn1c(CO)nc2ccccc21	0.2	-15.2	-17.8	-5.8	-3.6	-3.0	-3.6	-1.5	6.2	1.4
COc1ccc(Br)cc1CNC(=O)CCCc1cn(C)c2ccccc12	-1.0	-0.7	1.4	x	0.5	41.5	2.6	x	-4.9	-0.2
COc1ccc(CNC(=O)CN2C(=O)NC3(CCCCCC3)C2=O)cc1	-0.5	-6.6	-6.3	-12.2	-0.3	5.9	1.4	-1.4	4.4	0.1
Cn1ncc2c(Nc3ccccc3Br)ncnc21	5.6	-0.9	-0.9	2.7	10.0	-21.3	-3.6	-0.8	4.3	3.4
O=C(Nc1cccnc1)c1ccc(Br)c(S(=O)(=O)N2CCCC2)c1	0.5	-0.1	-23.2	-4.6	-18.7	7.8	0.8	-0.9	-11.6	4.6
N#C/C(=C\c1ccc(O)c(O)c1)C(=O)N1CCc2ccccc21	-0.6	-2.7	-2.3	0.3	6.6	2.6	-0.5	x	-5.9	-3.4
COc1ccc(CCN(Cc2cc3cc(C)cc(C)c3nc2Cl)C(=O)C2CC2)cc1	-2.2	x	3.0	-4.4	3.7	-7.1	-0.4	-1.5	-9.6	-1.4
